Screening data as filed in PubChem.
NCOA3 inh: inhibits human SRC3 coactivator; AID 588352; inhibition, % at 3.6 µM; hit rate 0.17% among 360,000; HEK293 GAL4-SRC3 luciferase reporter, luminescence;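 active means inhibition above a per-campaign cutoff, the mean of all compounds plus 3 SD, cut at about 60% in these data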;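 further: 0% = DMSO-treated cells and 100% = gossypol-treated cells at 36 µM; higher means less SRC3-driven luciferase light from the GAL4 reporter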
Target sequence (Q9Y6Q9 whole entry, looked up, the tested form may be a part): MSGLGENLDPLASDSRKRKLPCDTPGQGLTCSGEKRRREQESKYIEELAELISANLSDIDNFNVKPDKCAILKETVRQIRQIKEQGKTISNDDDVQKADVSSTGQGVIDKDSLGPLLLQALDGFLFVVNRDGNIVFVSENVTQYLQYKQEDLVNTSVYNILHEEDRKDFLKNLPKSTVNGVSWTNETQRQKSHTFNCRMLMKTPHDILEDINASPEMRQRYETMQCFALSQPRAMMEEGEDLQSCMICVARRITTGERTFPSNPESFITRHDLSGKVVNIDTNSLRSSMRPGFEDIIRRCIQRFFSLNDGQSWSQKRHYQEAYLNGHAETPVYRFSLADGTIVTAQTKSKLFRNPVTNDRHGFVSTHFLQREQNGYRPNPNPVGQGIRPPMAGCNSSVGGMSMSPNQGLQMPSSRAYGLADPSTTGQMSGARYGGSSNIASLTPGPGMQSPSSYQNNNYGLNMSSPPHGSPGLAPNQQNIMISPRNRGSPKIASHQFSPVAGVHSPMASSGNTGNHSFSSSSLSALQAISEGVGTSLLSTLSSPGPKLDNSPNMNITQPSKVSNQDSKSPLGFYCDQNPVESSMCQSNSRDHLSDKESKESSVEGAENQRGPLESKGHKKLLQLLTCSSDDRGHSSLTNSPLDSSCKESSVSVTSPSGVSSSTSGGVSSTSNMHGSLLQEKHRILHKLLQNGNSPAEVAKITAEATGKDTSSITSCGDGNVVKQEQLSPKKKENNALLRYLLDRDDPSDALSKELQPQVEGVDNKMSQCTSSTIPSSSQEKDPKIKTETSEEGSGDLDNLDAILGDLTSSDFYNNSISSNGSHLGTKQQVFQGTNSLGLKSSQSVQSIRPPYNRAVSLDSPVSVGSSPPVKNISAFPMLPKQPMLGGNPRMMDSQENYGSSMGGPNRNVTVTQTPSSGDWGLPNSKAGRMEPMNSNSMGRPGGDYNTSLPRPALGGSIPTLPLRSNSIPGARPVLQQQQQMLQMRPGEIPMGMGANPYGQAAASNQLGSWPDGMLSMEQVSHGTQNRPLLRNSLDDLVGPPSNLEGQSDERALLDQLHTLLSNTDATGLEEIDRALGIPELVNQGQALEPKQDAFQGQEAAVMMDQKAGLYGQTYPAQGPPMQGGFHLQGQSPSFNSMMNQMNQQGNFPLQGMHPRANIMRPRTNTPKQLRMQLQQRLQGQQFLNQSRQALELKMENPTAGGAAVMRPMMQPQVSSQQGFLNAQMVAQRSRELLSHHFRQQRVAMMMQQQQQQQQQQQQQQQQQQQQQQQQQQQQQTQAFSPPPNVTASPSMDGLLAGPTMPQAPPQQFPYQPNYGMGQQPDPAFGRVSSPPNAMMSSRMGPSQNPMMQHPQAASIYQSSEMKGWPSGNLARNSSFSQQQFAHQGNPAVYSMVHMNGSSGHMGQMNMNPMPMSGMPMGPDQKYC
KKLEB cytotox: reduces viability of KKLEB cystic fibrosis airway cells. KKLEB CF airway cells viability, ATPlite luminescence, overnight; stronger effect = lower value; cells stimulated with P. aeruginosa culture filtrate. activity change (cytotoxicity), % at 5 µM. hit rate 0.36% among 360,000;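 active means corrected activity change at or below -50% at 5 µM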
NCOA1 inh: inhibits human SRC1 coactivator; HEK293 GAL4-SRC1 luciferase reporter, luminescence; inhibition, % at 3.6 µM; hit rate 0.12% among 360,000; AID 588354;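 active means inhibition above the campaign mean plus 3 SD, with each screening campaign given its own cutoff, cut at about 60% in these data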;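 further: 0% = DMSO treated cells and 100% = gossypol at 36 µM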
TROY signal inh: TROY signaling inhibition; Q293 LMP1-TROYcd NF-kB luciferase reporter, 4 h; inhibition, % at 10 µM; hit rate 0.98% among 360,000;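 active means compounds whose plate-normalised and pattern-corrected inhibition of the luciferase reporter signal at the single screening dose is 50% or more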
CF NFkB inh: inhibitors of cystic fibrosis induced NF-kB | inhibition, % at 5 µM | KKLEB NF-kB-GFP reporter, PAF-induced, GFP fluorescence overnight | AID 588850 | hit rate 0.86% among 360,000;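 active means at least 50% inhibition at 5 µM, scaled per plate between neutral and stimulator controls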;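 further: PAF is a Pseudomonas aeruginosa culture filtrate used as stimulus; plate controls were PAF-stimulated DMSO wells for no effect and unstimulated DMSO wells for full effect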
LMP1 NFkB inh: Epstein-Barr LMP1 NF-kappaB reporter inhibition; inhibition, % at 12.5 µM; hit rate 0.69% among 350,000; LMP1-induced NF-kappaB luciferase reporter cells, luminescence; in the data active means inhibition above about 41%;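 further: 0% = neutral control wells and 100% = reference inhibitor control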
LRH-1 inv ag: suppresses constitutive activity of human LRH-1. HEK293T StAR-luciferase reporter, LRH-1 transfected, 24 h. hit rate 0.13% among 360,000. inhibition, % at 3.6 µM. AID 602396. O00482;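 active means inhibition above the mean inhibition of all tested compounds plus 3 SD, cut at about 73% in these data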;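 further: 0% = DMSO wells and 100% = reporter-only cells lacking LRH-1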
COUP-TFII inh: blocks human COUP-TFII nuclear receptor; HEK293T NGFI-A luciferase reporter, luminescence; hit rate 0.7% among 370,000; AID 686940; inhibition, % at 8.6 µM;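 active means inhibition above a per-plate cutoff, mean inhibition of test wells between control levels plus 3 SD, cut at about 38% in these data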;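 further: cells cotransfected with COUP-TFII expression vector driving the NGFI-A reporter; 0% = median of COUP-TF2 test wells and 100% = reporter-only cells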
C8 TRAIL sens: sensitizes caspase-8 expressing cells to TRAIL; NB7+C8 cells + TRAIL, ATPlite viability luminescence; inhibition (viability loss, TRAIL sensitization), % at 10 µM; hit rate 1% among 360,000; AID 624354;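 active means compounds causing at least 50% loss of cell viability in the single-dose screen, relative to plate controls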
Shn3 3UTR inh: inhibitors of Schnurri-3 3'UTR reporter in osteoblasts; Clone20 osteoblast Shn3 3'UTR firefly luciferase, 24 h; inhibition, % at 12.5 µM; hit rate 0.52% among 360,000;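 active means mean inhibition of at least 75% with every replicate also reaching 75%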;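 further: 0% = median of neutral control wells and 100% = pilot-screen positive control compound; some compounds past the cut are filed as inactive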
TWEAK Fn14 block: TWEAK-Fn14 signaling inhibition; inhibition, % at 10 µM; hit rate 2% among 360,000; TWEAK-stimulated Fn14 reporter cells, luciferase luminescence, 8 h; in the data active means inhibition above about 50%
Numbers without * were called inactive; . = no result given.

compound	NCOA3 inh	KKLEB cytotox	NCOA1 inh	TROY signal inh	CF NFkB inh	LMP1 NFkB inh	LRH-1 inv ag	COUP-TFII inh	C8 TRAIL sens	Shn3 3UTR inh	TWEAK Fn14 block
CCN1C(=O)/C(=c2\o/c(=C3\C=Cc4ccccc4N3CC)c(=O)n2CC)SC1=S	25.6	-11.7	-15.9	3.0	-5.6	0.3	-0.4	5.2	-11.4	10.6	-21.1
COc1cc(C2NC(=O)NC(c3ccccc3)=C2C(C)=O)ccc1OCC#N (stereo unspecified)	6.0	2.1	-15.8	-10.6	5.7	-0.4	6.7	11.4	-9.5	-5.8	0.2
CC(C)(C)c1ccc(-n2nc(C(N)=O)c(O)cc2=O)cc1	10.7	5.8	1.9	9.5	-9.0	-0.4	-15.5	17.3	7.1	0.3	6.0
CC(Oc1ccc(NC(=O)c2ccco2)cc1)C(=O)N1c2ccccc2CC1C (stereo unspecified)	-19.4	3.3	-2.4	9.1	9.9	4.4	-10.6	0.6	14.0	4.3	13.6
CCOc1cc(-c2c(C#N)c(N)nc3c2CCCC3C)ccc1O (stereo unspecified)	-3.1	-12.3	-24.9	16.3	9.8	2.4	-17.9	-0.4	-14.4	3.5	26.4
CC(=O)Nc1cccc(NC(=O)c2ccc(Br)cc2)c1	-17.3	2.4	-34.4	-20.8	-2.5	-6.8	-11.1	-46.6	3.5	-5.3	-11.4
CCOC(=O)c1nc(Nc2ccc(C)cc2)c2ccccc2n1	13.9	-9.9	-0.7	-13.4	-16.8	-0.4	-0.9	-13.5	1.2	-2.6	3.2
Cc1c(C(=O)N(C)C)sc(NC(=O)c2cccc([N+](=O)[O-])c2)c1C#N	-47.5	-12.2	-35.5	-52.3	13.8	-4.8	-1.0	-7.6	-1.4	-3.8	-12.0
CC1(C(=O)N2CC3(CC(c4ccccc4)=NO3)C[C@H]2C(=O)NCC(N)=O)CC1 (stereo partly specified)	-13.2	14.7	-11.2	-10.8	7.3	31.7	9.1	-10.4	-0.4	-99.0	0.3
O=C/C(=C\Nc1ccc(C(=O)N2CCOCC2)cc1)c1nc2ccccc2o1	6.9	-13.3	-11.7	19.2	-5.1	0.7	1.5	2.0	19.7	3.0	15.9
CCOC(=O)Cn1nc(NC(=O)COc2ccc(F)cc2)cc1C	-10.6	1.8	0.9	14.4	-4.7	-4.4	-2.6	-8.7	-20.7	-8.1	-3.6
CN(CCOc1ccc(Cl)cc1)C(=O)c1ccc(S(=O)(=O)N2CCOCC2)cc1	4.1	-9.1	-11.2	-16.9	8.9	6.9	-4.9	-11.6	-3.1	16.3	0.9
CSc1ncc(C(=O)Nc2ccc(C(C)=O)cc2)c(C)n1	-23.6	6.7	-13.8	-20.8	3.0	-3.5	-62.5	-23.7	-9.9	-50.6	-12.0
Cc1ccccc1NC(=O)C1CCN(S(=O)(=O)c2cccs2)CC1	14.1	-4.4	-1.1	-20.4	3.1	4.9	-1.5	2.6	-19.1	-17.7	-20.9
CCN(CC)C(=O)c1ccc(S(=O)(=O)N2CCC(c3nc4ccccc4s3)CC2)cc1	32.3	8.5	0.3	34.7	-9.6	25.5	-7.4	11.0	14.8	82.0	45.6
CCc1ccccc1NC(=O)NCc1cccnc1	11.4	22.1	-58.2	3.2	-34.6	-3.2	1.2	13.1	-12.8	1.2	-30.5
CC(C)OCCCNC(=O)c1cc2c(s1)CS(=O)(=O)C2	-24.3	10.4	9.7	17.5	-12.6	-15.9	-4.1	-15.6	5.2	28.7	25.9
CS(=O)(=O)Nc1ccc(N2CCN(c3ccc(C(F)(F)F)cn3)CC2)nc1	13.8	-4.8	1.1	0.6	2.4	5.5	8.7	43.1*	9.1	23.6	15.8
CCSc1nnc(-c2cccnc2)n1Cc1ccco1	14.6	9.0	3.2	11.5	-26.5	-1.6	5.5	-35.1	-12.8	-19.8	-10.2
O=C(Nc1cccc(NC(=O)c2ccc(Br)cc2)c1)c1ccccc1	9.1	1.9	13.2	2.4	-0.8	0.1	-5.3	-6.4	-11.1	8.8	-11.6
CC(C)CC(=O)NNC(=S)NCc1ccco1	10.7	-6.3	-10.1	4.2	0.6	-4.9	10.2	16.5	-3.2	2.3	-2.1
CCOC(=O)N1CCN(C(=O)c2cc(-c3ccc(F)cc3)[nH]c2C)CC1	-4.6	10.9	-25.1	-3.5	-0.6	5.5	-13.6	6.5	-3.0	-7.7	-6.9
Nc1[nH]c(C(=O)c2ccccc2)c(-c2ccc(Cl)cc2)c1C(=O)NCCc1c[nH]c2ccccc12	.	.	.	14.8	.	.	6.9	1.5	6.0	.	22.6
COc1ccc(NC(=O)C2CCCN(S(=O)(=O)c3ccc4c(c3)CCCN4C(C)=O)C2)cc1Cl (stereo unspecified)	3.7	3.5	-7.5	21.1	15.0	23.4	-12.9	1.8	-0.6	37.4	4.7
Cc1cc(C)cc(NC(=O)NCc2nnc(SCc3ccccc3)n2C)c1	13.3	3.5	-4.7	10.6	-2.5	-3.7	-8.3	10.6	-5.9	5.2	-2.3
COC(=O)NC(C)N1C(=O)C2C3C=CC(C3)C2C1=O (stereo unspecified)	2.6	-4.5	3.6	-3.1	-3.5	-23.8	11.8	-16.0	1.5	4.6	-4.8
CCN(CC)c1cccc(OC2=NS(=O)(=O)c3ccccc32)c1	-1.6	11.8	6.0	-4.3	3.9	-22.5	-18.3	-9.3	-27.1	-1.0	-13.7
O=C(CNS(=O)(=O)c1ccc(Br)cc1)Nc1ccc2c(c1)OCCO2	-3.9	-3.0	-17.8	0.5	-4.7	1.5	-3.5	-13.8	8.9	11.1	14.6
Cc1cccc(-c2nsc(SCC(=O)c3ccc(Cl)cc3)n2)c1	11.9	1.1	-0.5	-19.0	13.2	-7.6	-8.0	-7.8	-2.3	-22.4	13.3
CN(C)CCCOC(=O)COc1ccc(C(C)(C)C)cc1	18.0	-21.8	-13.7	9.3	11.6	-1.8	1.7	5.6	1.8	-11.9	5.1
Cc1cc(C(=O)NNC(=O)c2sccc2C)c(C)o1	-3.8	6.6	-59.4	-34.7	9.3	-14.3	-31.6	-22.9	-2.9	-75.0	-0.1
CCN(CC)/C(Sc1ccccc1)=C(\C(Cl)=C(Cl)Cl)[N+](=O)[O-]	-2.2	3.7	-6.3	14.6	-3.9	-6.3	-26.1	10.4	7.7	-22.3	5.0
Cc1ccc(C)n1-c1ccc(C(=O)Nc2ccccc2F)cc1	-42.8	15.8	-39.7	-26.3	-13.5	9.0	-36.0	-30.1	-8.1	-49.2	-24.2
OC1CCN(C(=S)Nc2ccc(Oc3ccccc3)cc2)CC1	-2.5	3.4	0.8	-25.3	-2.0	2.6	-22.1	1.9	1.5	-6.5	-14.2
CCSc1nnc(NC(=O)CSc2nnc(Cc3cccn3C)n2CCc2ccccc2)s1	-5.1	-8.7	-13.7	5.4	1.8	-1.7	-6.2	-8.7	-6.5	-0.7	-13.2
Cn1c(NC(=O)c2ccccc2NC(=O)C(C)(C)C)nc2ccccc21	-8.1	-7.1	-6.0	-1.2	-15.3	13.5	15.0	3.2	22.2	-0.6	-45.8
Nc1nc2nc(-c3ccccc3)cc(=O)n2[nH]1	-3.9	-2.9	-1.3	-22.1	-2.7	2.1	-22.6	1.0	5.4	-11.8	1.5
CCOC(=O)c1sc2nc(C)cc(C)c2c1N	-12.7	-6.3	-35.3	-46.9	-11.7	-11.9	-34.7	-12.8	12.1	-43.0	-2.1
CCCC(=O)Nc1ccc(NC(=O)c2ccccc2OC)cn1	-21.4	-2.3	-5.2	-1.1	5.2	-4.4	-35.7	1.7	-0.9	-0.8	-3.7
COc1ccc(S(=O)(=O)Nc2ccccc2N2CCOCC2)cc1[N+](=O)[O-]	21.1	3.7	16.5	9.3	3.2	1.2	-2.8	2.3	-9.9	-2.5	-4.2
CCOC(=O)N1CCN(C(=O)CN2C(=O)c3ccccc3S2(=O)=O)CC1	12.1	1.0	-0.9	-51.3	-7.1	2.6	0.8	-10.0	-5.8	6.7	-15.0
CCCCN(C(=O)CCSc1ccc(F)cc1)c1c(N)n(Cc2ccccc2)c(=O)[nH]c1=O	7.2	3.3	-21.4	18.7	-0.1	2.6	3.8	-12.7	1.2	11.5	-1.1
Cn1nc(NC(=O)C2CCC2C(=O)O)c2c(F)cccc21 (stereo unspecified)	8.9	-1.4	13.2	1.1	-8.7	8.6	8.8	5.9	-0.4	3.9	11.6
CC1CC1C(=O)OCC(=O)Nc1cc(S(=O)(=O)N2CCCCC2)ccc1Cl (stereo unspecified)	-10.3	-0.5	0.7	4.1	2.6	-4.3	-9.4	8.0	-3.9	-3.5	5.8
COc1ccc(N2CCN(C(=O)c3cc(=O)c4cc(C)ccc4o3)CC2)cc1	-10.5	-4.0	2.6	-1.2	0.7	4.2	8.4	-0.1	-6.6	15.5	-12.3

An excerpt from above in order of their number in CF NFkB inh, smallest number first.
canonical_smiles | CF NFkB inh
CCOC(=O)N1CCN(C(=O)CN2C(=O)c3ccccc3S2(=O)=O)CC1 | -7.1
Nc1nc2nc(-c3ccccc3)cc(=O)n2[nH]1 | -2.7
COc1ccc(S(=O)(=O)Nc2ccccc2N2CCOCC2)cc1[N+](=O)[O-] | 3.2

Next part.
compound	NCOA3 inh	KKLEB cytotox	NCOA1 inh	TROY signal inh	CF NFkB inh	LMP1 NFkB inh	LRH-1 inv ag	COUP-TFII inh	C8 TRAIL sens	Shn3 3UTR inh	TWEAK Fn14 block
CC1=C2C(CCS2(=O)=O)CC2(C1)C(=O)OC(C)(C)OC2=O (stereo unspecified)	10.8	2.2	-5.1	-21.4	-7.1	-0.2	-4.9	2.5	4.4	-1.9	-2.1
CC1(NC(=S)NCCCCCCNC(=S)NC2(C)CCS(=O)(=O)C2)CCS(=O)(=O)C1 (stereo unspecified)	6.5	7.2	-16.6	0.7	-0.7	-4.8	-1.2	7.8	13.6	.	-0.6
Nc1cccnc1Sc1cccc(Cl)c1	-3.7	17.4	-11.5	-19.1	-17.6	5.0	-6.7	8.3	0.5	0.8	-12.2
CC(C)n1nnnc1C1c2ccccc2C(=O)N1CCc1ccccc1F (stereo unspecified)	.	.	.	-89.3	.	.	-134.9	-44.5	-12.1	.	-9.4
O=C(CCNC(=O)Cn1ccc2ccccc2c1=O)NCCC1=CCCCC1	8.0	4.1	11.0	7.8	-3.5	-2.5	8.8	-8.2	-3.6	.	-2.4
Cn1c(CCN2CCN(c3ccccc3)CC2)nc2cc(NC(=O)c3ccco3)ccc21	9.5	6.4	-1.2	-9.4	12.0	2.6	0.0	3.5	-3.0	-3.9	-18.9
COc1ccccc1OCc1nnc(SCC(=O)Nc2ccc(C)cc2)n1C	-10.0	5.3	-2.5	-15.5	-10.0	-2.5	-14.5	0.0	-6.6	-29.0	6.3
COc1ccc(NC(=O)Nc2nnc(Cc3ccccc3)s2)cc1	21.2	6.9	-2.6	12.0	-10.5	1.4	9.7	-8.9	-15.9	25.4	-21.1
COc1ccc(C(C)(O)c2nc(-c3cccc(C(F)(F)F)c3)cs2)cc1 (stereo unspecified)	0.6	1.5	3.8	5.6	-5.6	.	8.7	-5.0	6.6	15.6	11.3
COCCSc1nnc(NS(=O)(=O)c2ccc(C)cc2)s1	13.0	5.0	9.0	53.6*	-2.4	-4.7	7.5	-8.3	-9.1	4.2	-2.3

An excerpt; rates above refer to the full screens.
